# Assay outcomes from PubChem.
# p53null 39C kill: kills p53 null cells at the nonpermissive temperature | H1299 p53-null (neo) cells, 39C, ATPlite viability, 24 h | Potency, µM (highest dose often 46.1 µM), for the others: top-dose activity, negative = cell killing, actives largely listed as cytotoxic | 55,000 compounds, 0.97% hits | AID 904;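 also: 0% = DMSO only and -100% = full killing by 100 µM tamoxifen; nearly all actives have a fitted effect of over 50% in size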
#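 Cells seeded at 600/well, 37C overnight. Compound added (up to 46 uM), plates shifted to 39C for 24 hr. ATPlite added, luminescence read after 20 min at room temperature.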
# p53null 32C kill: selectivity test: cytotoxicity in p53 null cells, permissive temperature | H1299-neo p53 null cells, ATP luminescence, 24 h, 32C | AID 903 | Potency, µM (top dose mostly 46.1 µM), without a hit: at the highest dose activity change, negative = cytotoxicity, hits mostly cytotoxic | 55,000 compounds, 0.62% hits;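 also: 0% = DMSO only and -100% = full killing by 100 µM tamoxifen; nearly all actives have a fitted effect of over 55% in size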
#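 Overnight 37C seeding (600 cells/well) of H1299-neo preceded a 24 hr, 32C exposure to compounds up to 46 uM. ATP levels, read by luminescence after 20 min at RT, indicated surviving cells.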
# Starred values were filed as active, the others as inactive; ? = inconclusive; [ ] = remark or other dose. Calls follow the shape of the dose curve; as a rule, active = well fitted cell-killing curve with a large enough effect; inconclusive = small, poorly fitted or top-dose-only effect; inactive = no such curve, though single readings can be large or run the other way. Potency is read from the fitted curve at half-maximal effect. The list is partial, so the mix of outcomes need not match the whole.
molecule | p53null 39C kill | p53null 32C kill
CC1CCN(c2ncnc3ccccc23)CC1 | 4% | -4%
O=C(CSc1ncnc2nc[nH]c12)c1ccc2ccccc2c1 | 0% | -14%
O=C(N1CCOCC1)N1CCC(NC(=O)C23CC4CC(CC(C4)C2)C3)CC1 | 3% | 11%
N#CC1=C(N)S[C@@H](C(=O)c2ccc(F)cc2)[C@@H]1c1cccs1 | -6% | -10%
CCOC(=O)c1c(NC(=S)Nc2ccccc2)sc2c1CC(C)(C)SC2 | 18% | -9%
Cc1ccc(O)c(CNn2cnnc2)c1 | -6% | 11%
CCCCOC(=O)Nc1nccs1 | 13% | 5%
CC1(C)Cc2c(c(-c3ccco3)[nH]c(=O)c2C#N)CO1 | -1% | 1%
CCOC(=O)C1=C(C)N=c2s/c(=C3/C(=O)Nc4ccccc43)c(=O)n2C1c1ccc(C)cc1 (stereo not given) | -25% | -5%
CC1Cn2c(nnc2-c2cccc(Cl)c2)S1 (stereo not given) | 0% | 7%
O=C(COc1ccc(S(=O)(=O)NC2CCCCC2)cc1)NCCC1=CCCCC1 | 10% | 6%
Cc1ccc(NC2=NCCC2)cc1Cl | -8% | -9%
O=C1C(Cl)=C(N2CCCCC2)C(=O)C(Cl)=C1c1cnc(N2CCCCC2)s1 | -2% | -1%
COC(=O)c1c(NC(=O)CN2C(=O)NC3(CCC(C(C)(C)C)CC3)C2=O)sc2c1CCCCC2 (stereo not given) | 25%[1.84 µM] | 10%
Cc1sc(NC(=O)CSc2ncn(-c3ccccc3)n2)nc1-c1ccccc1 | -8% | -5%
Cc1cc(NC(=O)CCC(=O)N(c2ccccc2)C(C(=O)NC2CCCCC2)c2cccs2)no1 (stereo not given) | -3% | 6%
CCC(C)(C)n1nnnc1C(c1ccc(C)cc1)N1CCN(C(=O)c2ccco2)CC1 (stereo not given) | 6% | 8%
COC(=O)/C(=C1/Oc2cc(C)oc(=O)c2S1)C(F)(F)F | 24% | 9%
Cc1cc(NC(=O)CSc2nc(C(C)C)nc3sc4c(c23)CCC(C)C4)no1 (stereo not given) | -8% | 5%
COc1ccccc1C(=O)NC(C)C(c1cccs1)N1CCN(C)CC1 (stereo not given) | -16% | 0%
Cn1c(=O)[nH]c(=O)c2c1nc(N1CCCCC1)n2CCCSc1nc2ccccc2s1 | 43% | 1%
Cc1ccc(Cn2nnnc2CN2CCC(O)(c3ccccc3F)CC2)cc1 | 11% | -3%
Cc1ccc(C2CC(=O)NC(SCc3ccccc3)=C2C#N)cc1 (stereo not given) | 16% | 0%
CC(=O)c1cc(C#N)c(SCc2ccccc2C#N)nc1C | -2% | -9%
Cc1sc(NC(=O)CSc2nnc(C(C)C)n2C)c(C#N)c1C | 23% | 3%
CCC1C(C#N)=C(N)OC2=C1C(=O)CC(C)(C)C2 (stereo not given) | 15% | 12%
CCCC(=O)Nc1ccc(C(=O)Nc2nnc(COCC)s2)cc1 | 1% | 16%
CC(C)c1nc(SCC(=O)Nc2ccc(N3CCOCC3)cc2)c2ccccc2n1 | -9% | -9%
Cc1ccnc(NS(=O)(=O)c2ccc(NC(=O)c3c(-c4ccccc4Cl)noc3C)cc2)n1 | 10% | 14%
COc1ccc(CSc2nc(N3CCOCC3)c3c(c2C#N)CC(C)(C)OC3)cc1 | 3% | 11%
CCCCOc1ccc(Nc2nc(C)cc(C)c2C#N)cc1 | 1% | 3%
Cc1nc2ccccn2c1P(=O)(N1CCCCC1)N1CCCCC1 | 16% | -8%
CCCCNC(=O)CN(c1cccc(Br)c1)S(C)(=O)=O | 1% | -13%
O=C(c1cccs1)N1CCN(S(=O)(=O)Cc2ccccc2)CC1 | 19% | -4%
C=CCOc1c(CNc2ncn[nH]2)cccc1OCC | 9% | -4%
COC(=O)c1ccccc1NC(=O)CSc1nnc(-c2cccnc2)n1C | 6% | -2%
COc1ccc(C2(C(=O)Nc3c(C)n(C)n(-c4ccccc4)c3=O)CCCC2)cc1OC | -5% | 8%
O=C(NCC1CCCO1)c1sc2cc(Cl)ccc2c1Cl (stereo not given) | 7% | -19%
CCNc1ccc(C(=O)OCC(=O)N(Cc2ccccc2)C(C)(C)C)cc1[N+](=O)[O-] | 0% | -9%
O=C1Nc2ccc(Br)cc2C1(O)Cc1ccccn1 (stereo not given) | 30% | 5%
Cc1ccc(C(=O)Nc2ccccc2C(=O)NC(C(=O)O)C(C)C)cc1 (stereo not given) | ? | ?
Cc1nc(NC(=O)C2CC2)sc1C(=O)N(C)C | 12% | 7%
Cc1cc(C)n(CC(=O)N/N=C/c2cc([N+](=O)[O-])ccc2O)n1 | 4%[1.84 µM] | 0%
CCc1ccccc1NC1c2ccccc2C(=O)N1c1cc(C)ccn1 (stereo not given) | -16% | 1%
CC(=O)c1ccc(OCC(O)CN2CCN(CC(O)COc3ccc(C(C)=O)cc3)CC2)cc1 (stereo not given) | 19% | 4%
O=C1Nc2ccccc2C12Nc1ccccc1-c1nc3ccccc3n12 (stereo not given) | -4% | 1%
Cc1ccc(NP(=O)(c2ccc(N(C)C)cc2NC(=O)c2cccs2)N2CCOCC2)cc1Cl (stereo not given) | -4% | 2%
CCC1CCCCN1S(=O)(=O)c1ccc(C(=O)Nc2nnc(-c3cccs3)o2)cc1 (stereo not given) | -8% | -13%
Cc1ccnc(N2CCCC(C(=O)NCc3cccs3)C2)n1 (stereo not given) | 0% | -3%
COc1ccc(-c2nnn(Cc3ccccc3F)n2)cc1 | -26% | -12%

# Carrying on.
molecule | p53null 39C kill | p53null 32C kill
CCn1nnnc1SCC(=O)Nc1ccc2c(c1)OCCO2 | 1% | -3%
CCCNS(=O)(=O)c1ccc(OCC(=O)N2CCOCC2)cc1 | 13% | 5%
Cn1nc(CC(=O)Nc2ccc(N3CCN(C(=O)OC(C)(C)C)CC3)cc2)c2ccccc2c1=O | 10% | 1%
O=C(NC1CCCCC1)c1nc2c(nnn2Cc2ccccc2Cl)c(=O)[nH]1 | 27% | 6%
COC(=O)Nc1ncc(CN2CCC(c3ccccc3)CC2)s1 | 23% | 2%
Cn1cc(Cl)c(C(=O)N2CCN(c3ncccn3)CC2)n1 | 0% | 0%
Cc1ccc(NC(=O)C2CCN(C(=O)NC3CCCCC3)CC2)cc1 | -8% | 2%
O=C(CCn1c(=O)sc2ccccc21)NCc1ccc2c(c1)OCO2 | 12% | 7%
O=C(CN1C(=O)/C(=C\c2ccc(F)cc2)Oc2ccccc21)NCc1ccco1 | -5% | -2%
COc1cc(NC(=O)COC(=O)c2ccccc2F)cc(OC)c1 | 11% | 4%
Cc1ccccc1-n1c(=O)cc(NCC2CCCO2)[nH]c1=O (stereo not given) | 11% | -2%
O=c1[nH]nc(Cc2ccc(Cl)cc2)c2ccccc12 | -20% | -11%
O=C(NCC1CCCO1)C1CC1(c1ccccc1)c1ccccc1 (stereo not given) | 10% | 0%
COc1ccccc1-c1c(C)oc2c(CN3CCN(C)CC3)c(O)ccc2c1=O | -7% | 6%
CN1CCN(c2nc3c(c(=O)[nH]c(=O)n3C)n2CCSc2nc3ccccc3s2)CC1 | 0% | -6%
COc1ccc(NC(=O)NCc2ccccn2)cc1 | 0% | 9%
CCOc1ccc(NC(=O)CSc2nnnn2CC(=O)O)cc1 | -6% | -2%
CC(C)C1C(C#N)=C(N)Oc2n[nH]c(-c3ccccc3)c21 (stereo not given) | -19% | -2%
Cc1ccc(C(=O)C(C(=O)/C=C/c2ccccc2)=C2SCCCS2)cc1 | 170%[activator] | 159%[activator]
COc1cc(CNc2ccc(CNc3ncn[nH]3)cc2)ccc1OCc1ccccc1 | -30% | -7%
O=S(=O)(c1cccc(-c2nnc(-c3cccnc3)o2)c1)N1CCCCC1 | -8% | -1%
O=C(CCCn1ncn2c(cc3occc32)c1=O)N1CCc2ccccc2C1 | -5% | -8%
O=C(COc1ccccc1)Nc1ccc(Cl)c(-c2nc3ncccc3o2)c1 | -4% | 8%
CN(C)C(=O)N1CCN(C(=O)N2CCOCC2)CC1 | 17% | 6%
Cc1nn(C)c(C)c1CN(C)C(=O)C1c2ccccc2Oc2ccccc21 | -8% | -1%
C(=N\c1nccs1)/c1cccnc1 | 5% | -4%
CCOC(=O)CNC(=O)c1cn(CC(C)C)c(=O)c2cc(OC)c(OC)cc12 | 6% | -6%
CCOc1ccc(C(=O)NCC2OCCc3ccccc32)cc1 (stereo not given) | 0% | -22%
CCc1cc2c(SCC(=O)Nc3ncc(Cl)c(C)c3Cl)ncnc2s1 | 0% | -5%
CC(Sc1nc2ccccc2n1C)C(=O)NC(c1ccccc1)c1ccccc1 (stereo not given) | -12% | 0%
CCOc1ccc(CNCc2cccnc2)cc1 | -6% | 6%
CCCCC1C2=C(CCCC2=O)OC2=C1C(=O)CCC2 | 7%[1.84 µM] | -1%
CCOC(=O)c1c(NC(=O)CC(C)C)sc(C(C)=O)c1C | 34%[activator] | -4%
C#CC[N+](C)(C)CCCCCCCCCC | -13% | 6%
CN(C)C(CNS(=O)(=O)c1ccc(Br)cc1)c1cccnc1 (stereo not given) | -5% | 6%
CC1=NN(c2ccccc2)C(=O)/C1=C\C=C1/N(C)c2ccccc2C1(C)C | 12%[1.84 µM] | 10%
COC(=O)c1ccc(CSc2nc(C)nc3c2c(=O)n(C)c(=O)n3C)o1 | 10% | 4%
CNC(=O)CSc1nnnn1-c1cc(C)ccc1C | 33% | 3%
COc1ccc(-c2nnc(-c3cc(OC)c(OC)c(OC)c3)o2)cc1OC | -26% | -3%
CCCCC(=O)Nc1nnc(-c2ccc(OC)cc2)s1 | 26% | -7%

# Entries of single compounds as entered above. Screens in order: p53null 39C kill | p53null 32C kill
# Record of COC(=O)c1ccc(CSc2nc(C)nc3c2c(=O)n(C)c(=O)n3C)o1 → 10% | 4%
# Record of CCOc1ccc(CNCc2cccnc2)cc1 → -6% | 6%
# Record of CCCCC(=O)Nc1nnc(-c2ccc(OC)cc2)s1 → 26% | -7%

# The listing continues:
molecule | p53null 39C kill | p53null 32C kill
CC(=O)NC(Cc1ccc(F)cc1)C(=O)N1CCN(C(=O)NCc2ccccc2)CC1 (stereo not given) | -3% | 1%
COCCCn1c(SCC(=O)Nc2ccccc2)nnc1-c1ccncc1 | 0% | 4%
Cc1ccccc1CNC(=O)c1ccccc1C(=O)O | 16% | 0%
COc1ccc(Br)cc1S(=O)(=O)N1CCCC1 | -12% | 1%
CCc1nc(SCc2ccc(F)cc2)[nH]c(=O)c1C#N | -2% | -7%
COc1ccc(NC(=O)CSc2nncn2C)cc1OC | 3% | -3%
CN(C)c1ccc([C@@H]2[C@@H]([N+](=O)[O-])[C@H]3C=Cc4ccccc4N3[C@H]2C(=O)c2ccc(Cl)cc2)cc1 | -11% | 4%
CC(C)(CO)Nc1nc(Nc2ccccc2)nc(Nc2ccccc2)n1 | -2% | -8%
CS(=O)(=O)N1CCc2cc(-c3csc(NC(=O)Cc4ccccc4)n3)ccc21 | -12% | 14%
S=C(c1nc2ccccc2[nH]1)N1CCOCC1 | 9% | 0%
CC1=CCC2C(=O)N(CCc3c[nH]c4ccccc34)C(=O)C2C1 (stereo not given) | 8% | 1%
O=C(NCc1cccnc1)Nc1ccccc1F | 8% | 5%
CCCC(=O)OCCn1c(Br)nc2c1c(=O)[nH]c(=O)n2C | -16% | -2%
CCOCc1nnc(NC(=O)CSc2ccc(C)cc2)s1 | 5% | -5%
CN1CCN(C(=O)c2cccc(COc3cc(Cl)ccc3Cl)c2)CC1 | -16% | -8%
COc1ccccc1N1CCN(C(=O)/C=C/c2ccccc2)CC1 | -1% | -7%
COc1ccc2nc3oc(C(=O)N4CCCCC4)cc3cc2c1 | -27% | -26%

# Among those listed so far, 14 contain a thiophene ring, fused or not.
molecule | p53null 39C kill | p53null 32C kill
N#CC1=C(N)S[C@@H](C(=O)c2ccc(F)cc2)[C@@H]1c1cccs1 | -6% | -10%
CCOC(=O)c1c(NC(=S)Nc2ccccc2)sc2c1CC(C)(C)SC2 | 18% | -9%
COC(=O)c1c(NC(=O)CN2C(=O)NC3(CCC(C(C)(C)C)CC3)C2=O)sc2c1CCCCC2 (stereo not given) | 25%[1.84 µM] | 10%
Cc1cc(NC(=O)CCC(=O)N(c2ccccc2)C(C(=O)NC2CCCCC2)c2cccs2)no1 (stereo not given) | -3% | 6%
Cc1cc(NC(=O)CSc2nc(C(C)C)nc3sc4c(c23)CCC(C)C4)no1 (stereo not given) | -8% | 5%
COc1ccccc1C(=O)NC(C)C(c1cccs1)N1CCN(C)CC1 (stereo not given) | -16% | 0%
Cc1sc(NC(=O)CSc2nnc(C(C)C)n2C)c(C#N)c1C | 23% | 3%
O=C(c1cccs1)N1CCN(S(=O)(=O)Cc2ccccc2)CC1 | 19% | -4%
O=C(NCC1CCCO1)c1sc2cc(Cl)ccc2c1Cl (stereo not given) | 7% | -19%
Cc1ccc(NP(=O)(c2ccc(N(C)C)cc2NC(=O)c2cccs2)N2CCOCC2)cc1Cl (stereo not given) | -4% | 2%
CCC1CCCCN1S(=O)(=O)c1ccc(C(=O)Nc2nnc(-c3cccs3)o2)cc1 (stereo not given) | -8% | -13%
Cc1ccnc(N2CCCC(C(=O)NCc3cccs3)C2)n1 (stereo not given) | 0% | -3%
CCc1cc2c(SCC(=O)Nc3ncc(Cl)c(C)c3Cl)ncnc2s1 | 0% | -5%
CCOC(=O)c1c(NC(=O)CC(C)C)sc(C(C)=O)c1C | 34%[activator] | -4%
